Source: PubChem
CTSL1 counter: blocks F. hepatica cathepsin L1 in PFM18AAP counter-screen | recombinant F. hepatica cathepsin L1, Z-Leu-Arg-MCA fluorescence | inhibition, % at 5.96 µM | 300,000 compounds, 0.49% hits;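 active = inhibition above the mean of all tested compounds plus 3 SD, set per screening campaign, cut at about 17% in these data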;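 note: 0% = plate median of test compound wells and 100% = 1 µM Z-Phe-Ala-diazomethylketone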
HCV core dimer: blocks dimerization of HCV core protein. TR-FRET GST/Flag-core106 dimerization, 1536-well. inhibition, % at 5 µM. 300,000 compounds, 0.33% hits;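 active = inhibition above the mean of all tested compounds plus 3 SD, set per screening campaign, cut at about 45% in these data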
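System – GST-tagged and Flag-tagged HCV core protein residues 1-106 · Repeats – one well for each compound · Technique – TR-FRET 671 and 617 nm emission · Doses – one concentration, 5 µM, in 0.5% DMSO · Times – 4 h, 22.5 °C incubation · Also added – Eu donor and XL665 acceptor anti-tag antibodies · Measure – percent inhibition of core106 dimerization signal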
PP5 inh: PP5 (human) phosphatase inhibition; inhibition, % at 6.7 µM; P53041; 320,000 compounds, 0.18% hits; purified PP5c, OMFP substrate fluorescence;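 active = inhibition above the campaign's mean inhibition across all tested compounds plus 3 SD, cut at about 9.5% in these data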;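 note: 0% = DMSO only and 100% = 100 µM cantharidin control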
Target sequence (P53041 whole entry, looked up): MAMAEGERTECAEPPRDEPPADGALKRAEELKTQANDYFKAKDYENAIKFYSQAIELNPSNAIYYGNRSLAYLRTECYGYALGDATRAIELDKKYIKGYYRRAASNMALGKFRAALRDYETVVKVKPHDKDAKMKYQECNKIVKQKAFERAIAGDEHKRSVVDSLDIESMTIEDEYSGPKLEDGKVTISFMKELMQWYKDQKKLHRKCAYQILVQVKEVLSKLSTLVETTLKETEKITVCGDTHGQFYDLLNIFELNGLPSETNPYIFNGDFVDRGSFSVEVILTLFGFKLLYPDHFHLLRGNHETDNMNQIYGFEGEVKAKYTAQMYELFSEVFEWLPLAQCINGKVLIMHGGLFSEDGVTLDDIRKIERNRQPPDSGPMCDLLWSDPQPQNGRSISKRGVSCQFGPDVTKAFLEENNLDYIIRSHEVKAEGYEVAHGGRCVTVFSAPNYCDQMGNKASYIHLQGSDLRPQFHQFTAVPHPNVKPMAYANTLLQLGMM
PP1 counter: counter-screen for PP5 inhibitors: inhibitors of human PP1-alpha. P62136. purified PP1alpha, OMFP fluorescence. inhibition, % at 6.7 µM. 320,000 compounds, 0.9% hits;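 active = inhibition above the mean inhibition of all tested compounds plus 3 SD, computed separately for each screening campaign, cut at about 15% in these data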
EBNA-1 inhibitor: blocks EBNA-1 binding to DNA | 300,000 compounds, 0.34% hits | EBNA-1 DNA binding, fluorescence polarization | inhibition, % at 14.8 µM; in the data active = inhibition above about 28%
ZTA counter: counter-screen for EBNA-1 inhibitors: inhibitors of Epstein-Barr virus ZTA. P03206. ZTA-DNA binding, fluorescence polarization. inhibition, % at 11 µM. 320,000 compounds, 0.15% hits. AID 2234; in the data active = inhibition above about 33%
TPT1 inhibitor: blocks Candida albicans tRNA 2'-phosphotransferase; inhibition, % at 5 µM; 300,000 compounds, 0.81% hits; AID 1962; recombinant caTPT1, FP RNA substrate dephosphorylation;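 active = inhibition above the mean of all tested compounds plus 3 SD, set per screening campaign, cut at about 24% in these data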;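 note: plate controls were DMSO alone for no effect and ferristatin control at 100 nM for full effect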
Yeast superoxide: caloric restriction mimetics inhibiting age-related superoxide in yeast | 330,000 compounds, 0.18% hits | superoxide response (% of plate mean), % at 10 µM | S. cerevisiae aged cells, superoxide DHE fluorescence; active compounds read low;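 active = superoxide response under a set limit, about three screen SD below normal, cut at about 65% in these data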;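 note: yeast aged for seven days with compound at 30 °C before DHE staining; 100% = average MFI of all compound-treated wells on the plate with controls excluded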
GASC-1 inh: inhibitors of human GASC-1 (JMJD2C) demethylase; Q9H3R0; GST-JMJD2C(1-420) H3K9me3 demethylation, DELFIA europium; inhibition, % at 2.35 µM; 330,000 compounds, 0.069% hits; AID 2099;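 active = more than half of a compound's replicate wells show inhibition beyond 50%, single wells judged on their own value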;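 note: signal counts dimethyl H3K9 product captured on neutravidin plate; 0% = median of DMSO wells and 100% = 0.3 times that DMSO median; strong numbers were not always called active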
Target sequence (Q9H3R0 1-420 limits assumed): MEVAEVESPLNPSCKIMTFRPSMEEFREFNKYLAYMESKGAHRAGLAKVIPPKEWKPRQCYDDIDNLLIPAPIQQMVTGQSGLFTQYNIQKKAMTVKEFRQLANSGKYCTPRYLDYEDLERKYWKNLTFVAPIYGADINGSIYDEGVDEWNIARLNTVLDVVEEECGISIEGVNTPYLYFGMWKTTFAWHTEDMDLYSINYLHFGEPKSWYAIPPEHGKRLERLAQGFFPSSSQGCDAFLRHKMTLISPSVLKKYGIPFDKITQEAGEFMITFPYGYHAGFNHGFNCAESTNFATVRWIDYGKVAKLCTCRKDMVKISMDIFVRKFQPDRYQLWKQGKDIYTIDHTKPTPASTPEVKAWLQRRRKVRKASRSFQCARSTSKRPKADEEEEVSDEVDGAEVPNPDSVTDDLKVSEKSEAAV
* marks the source's active call; other numbers are inactive results; / = no result given.

SMILES	CTSL1 counter	HCV core dimer	PP5 inh	PP1 counter	EBNA-1 inhibitor	ZTA counter	TPT1 inhibitor	Yeast superoxide	GASC-1 inh
Fc1ccc(CN2CCN(c3ncnc4scc(-c5ccc(F)cc5)c34)CC2)cc1	-1	-4	4.0	5	-17	-9	2	97	-7
O=C(NCCS(=O)(=O)N1CCN(c2cccc(Cl)c2)CC1)C1CCCC1	-3	1	-2.2	3	8	5	0	99	6
Cc1ccc(C2(c3ccccc3)NC(=O)N(CC(=O)NCc3ccccc3)C2=O)cc1C (centres undefined)	/	/	5.0	2	/	-6	/	89	/
COCc1cc(=O)[nH]c(SCC(=O)Nc2ccccc2)n1	0	-1	1.7	-2	-8	-3	0	97	-23
Cc1ccc(Cl)cc1NS(=O)(=O)c1c(C)[nH]c(=O)[nH]c1=O	1	3	0.0	-1	4	5	-4	107	-4
Cc1cc([N+](=O)[O-])cc2c1NC(=O)C2(O)N1CCCC(C)C1 (centres undefined)	5	5	-0.6	-2	-8	7	-3	82	-4
CC1CCCCN1C/C=C/c1ccccc1[N+](=O)[O-] (centres undefined)	2	3	0.9	-4	-11	11	0	131	4
COc1cccc(NC(=O)Nc2cccn(Cc3ccc(C)cc3)c2=O)c1	4	13	1.2	-1	-9	6	1	94	-4
CN(C)CCCN(C(=O)c1ccc(S(=O)(=O)N(C)C)cc1)c1nc2cc3c(cc2s1)OCO3	1	8	-1.4	-4	0	6	0	113	1
CCOC(=O)c1[nH]cnc1C(=O)Nc1ccc([N+](=O)[O-])cc1	-1	-6	4.6	3	-5	13	-2	105	-5
Oc1ccc[n+](CC(O)c2ccccc2)c1 (centres undefined)	-3	-7	2.0	6	-6	2	-1	104	1
COC(=O)C1=C(CSc2nc3c(cc2C#N)CN(C)CC3)OC(N)=C(C#N)C1c1ccc(F)cc1 (centres undefined)	3	19	4.6	18*	0	4	5	102	1
COc1cccc(NC(=O)C2CCCN(S(C)(=O)=O)C2)c1 (centres undefined)	-4	-4	-1.3	-2	0	-6	0	94	-11
CCOC(=O)c1c(C)[nH]c(C(=O)CN(C)CC(=O)Nc2ccccc2C(F)(F)F)c1C	/	/	2.0	-3	/	-13	/	102	6
CC(NC(=O)CN(C)S(=O)(=O)c1ccc(Br)s1)c1ccccc1 (centres undefined)	-2	-9	2.1	2	5	-20	-1	96	-17
O=C1NN(c2ccccc2)C(=O)/C1=C\c1ccc2c(c1)OCO2	1	10	-1.1	-1	8	-11	0	107	-1
C=CCN1C(=NC(=O)CCC)SC2CS(=O)(=O)CC21 (centres undefined)	-3	1	-1.2	0	13	-6	-3	104	-3
Cc1nc2c(-c3ccc(F)cc3)c(C)nn2c(C)c1CCC(=O)N1CCN(c2ccccn2)CC1	2	8	1.0	1	-11	-4	-2	103	2
OC(CSc1ccc(F)cc1)CN1CCN(c2ccccc2)CC1 (centres undefined)	2	-1	-0.6	-1	0	-9	-8	92	2
O=C(CCc1ccccc1)NNC(=S)NC(=O)c1ccc(Cl)cc1	3	0	4.2	2	-7	0	-2	136	-10

Next section; the last two above are carried over.
SMILES	CTSL1 counter	HCV core dimer	PP5 inh	PP1 counter	EBNA-1 inhibitor	ZTA counter	TPT1 inhibitor	Yeast superoxide	GASC-1 inh
OC(CSc1ccc(F)cc1)CN1CCN(c2ccccc2)CC1 (centres undefined)	2	-1	-0.6	-1	0	-9	-8	92	2
O=C(CCc1ccccc1)NNC(=S)NC(=O)c1ccc(Cl)cc1	3	0	4.2	2	-7	0	-2	136	-10
CCOc1cc(CNCc2cc(OC)cc(OC)c2)ccc1OC	1	-5	0.7	1	-1	6	1	105	-45
COC(CNC(=O)Cn1nc(Cc2ccncc2)c2ccccc2c1=O)OC	-1	3	2.0	3	2	20	0	95	11
COCCn1cc(C(=S)N2CCOCC2)c2ccccc21	1	1	1.8	0	-5	8	1	102	2
CCCCn1ccc(=O)c2c(C(F)(F)F)nccc21	3	3	1.0	-1	-3	5	3	95	-2
COc1ccccc1NC(=O)CSc1nnnn1-c1ccc(C(=O)O)cc1	-2	1	-1.3	0	-1	10	0	102	13
CCCC(=O)Nc1cc(Cl)ccc1C	5	-1	-1.1	-1	4	8	-2	87	1
CCCN1CCC(NC(=O)CCc2nnc(-c3ccccc3)o2)CC1	-2	-7	3.9	-1	2	-1	4	100	-1
COc1cc(NC(=O)CSc2nccc(C)n2)c(C(=O)O)cc1OC	-4	-10	0.6	2	0	-14	-6	103	-3
N/C(=N\OC(=O)c1cccc(Cn2cc(C(F)(F)F)ccc2=O)c1)c1ccc(Cl)cc1	2	3	-0.5	1	-11	-7	2	100	2
NC(=S)C(c1ccccc1)c1ncc(C(F)(F)F)cc1Cl (centres undefined)	-3	6	2.0	-1	-5	-1	0	98	-3
CCn1cc(C(=O)NCCCOC)c(=O)c2cc(S(=O)(=O)N3CCC(C)CC3)ccc21	5	-2	-0.5	0	-6	-4	1	92	-12
CCOc1ccccc1Nc1nc(N)nc(CN2CCCCC2C)n1 (centres undefined)	-5	-4	-0.2	-1	-3	2	-3	114	0
CCOC(=O)c1cn(Cc2cccc(Cl)c2)nn1	1	-8	1.8	1	2	-2	-5	94	-33
COc1ccc(CSc2nnc(-c3ccncc3)n2N)cc1	1	-1	-1.3	-2	0	4	0	90	3
CCOC(=O)N1CCN(S(=O)(=O)c2ccc(C(=O)Nc3ccc(F)cc3F)cc2)CC1	10	1	-0.9	2	-6	-2	-3	103	7
CCN1CCN(c2nc(-c3cccnc3)nc3ccccc23)CC1	0	-3	1.1	0	3	0	4	96	-3
COc1ccc(NS(=O)(=O)c2ccc(NC(=O)c3ccccc3Br)cc2)nn1	-3	10	-2.3	-7	-4	-6	0	82	5
CCC(c1nnc(SCC(=O)Nc2ccc(C(N)=O)cc2)n1Cc1ccccc1)N(C)C (centres undefined)	1	10	0.3	-2	-4	12	0	103	2
CC(=O)c1c(N2CCN(Cc3ccccc3)CC2)[nH]c(-c2ccccc2)nc1=S	0	-1	1.5	1	-2	-27	-2	91	6
CCCCOc1ccc(NC(=O)CCSc2nccn2C)cc1	-5	0	1.6	0	-2	3	-3	102	-11

Compound profiles, from the list above:
Cc1ccc(C2(c3ccccc3)NC(=O)N(CC(=O)NCc3ccccc3)C2=O)cc1C (centres undefined) as listed: CTSL1 counter: /; HCV core dimer: /; PP5 inh: 5.0; PP1 counter: 2; EBNA-1 inhibitor: /; ZTA counter: -6; TPT1 inhibitor: /; Yeast superoxide: 89; GASC-1 inh: /
C=CCN1C(=NC(=O)CCC)SC2CS(=O)(=O)CC21 (centres undefined) as listed: CTSL1 counter: -3; HCV core dimer: 1; PP5 inh: -1.2; PP1 counter: 0; EBNA-1 inhibitor: 13; ZTA counter: -6; TPT1 inhibitor: -3; Yeast superoxide: 104; GASC-1 inh: -3
COCCn1cc(C(=S)N2CCOCC2)c2ccccc21 as listed: CTSL1 counter: 1; HCV core dimer: 1; PP5 inh: 1.8; PP1 counter: 0; EBNA-1 inhibitor: -5; ZTA counter: 8; TPT1 inhibitor: 1; Yeast superoxide: 102; GASC-1 inh: 2

(listing goes on)
SMILES	CTSL1 counter	HCV core dimer	PP5 inh	PP1 counter	EBNA-1 inhibitor	ZTA counter	TPT1 inhibitor	Yeast superoxide	GASC-1 inh
O=C(OCCN1CCCC1=O)c1cc(F)c(F)c(F)c1F	1	5	-1.6	-1	2	10	-2	99	-1
O=C(Nc1ccc(Cl)cc1)Nc1ccc(N2CCC(C(F)(F)F)CC2)nc1	5	-2	1.4	-2	-10	-8	-12	104	7
O=C(c1ccc2c(c1)OCO2)N1CCC2(CC1)Oc1ccc(F)cc1C(=O)C21CC(c2cccnc2)=NO1 (centres undefined)	-1	3	3.9	4	3	-18	1	94	6
CCn1c(=O)c2sccc2n(CC(=O)NCCC2=CCCCC2)c1=O	1	9	-3.0	-1	4	5	2	79	-10
Cc1cccc(OCC(O)Cn2c(NCc3cccnc3)nc3c2c(=O)[nH]c(=O)n3C)c1 (centres undefined)	4	-3	-7.4	4	-5	-22	-1	116	3
OCCNCC(O)Cn1ccc2ccccc21 (centres undefined)	-1	1	0.5	-3	2	-11	0	111	1
COc1ccc(C(=O)/C=C/c2ccc(OC(=O)c3cc(OC)c(OC)c(OC)c3)cc2)cc1	4	17	1.0	-1	6	11	1	108	3
Cc1cc(/C=N/NC(N)=S)c(C)n1-c1ccc(Br)cc1	42*	29	1.9	25*	9	-6	2	110	-15
Cc1ccc(S(=O)(=O)NNC(=O)c2ccncc2)cc1[N+](=O)[O-]	5	0	1.7	-5	4	-10	-3	88	-3
O=C(CN1CCN(c2ccc(F)cc2)CC1)Nc1cccnc1Cl	15	-4	2.5	-5	-2	-8	-2	92	3

5 entries from above, arranged by length of the SMILES, ascending:
SMILES	CTSL1 counter	HCV core dimer	PP5 inh	PP1 counter	EBNA-1 inhibitor	ZTA counter	TPT1 inhibitor	Yeast superoxide	GASC-1 inh
COc1cccc(NC(=O)C2CCCN(S(C)(=O)=O)C2)c1 (centres undefined)	-4	-4	-1.3	-2	0	-6	0	94	-11
CCCN1CCC(NC(=O)CCc2nnc(-c3ccccc3)o2)CC1	-2	-7	3.9	-1	2	-1	4	100	-1
Cc1ccc(C2(c3ccccc3)NC(=O)N(CC(=O)NCc3ccccc3)C2=O)cc1C (centres undefined)	/	/	5.0	2	/	-6	/	89	/
CCOC(=O)N1CCN(S(=O)(=O)c2ccc(C(=O)Nc3ccc(F)cc3F)cc2)CC1	10	1	-0.9	2	-6	-2	-3	103	7
N/C(=N\OC(=O)c1cccc(Cn2cc(C(F)(F)F)ccc2=O)c1)c1ccc(Cl)cc1	2	3	-0.5	1	-11	-7	2	100	2

Some values from the results shown.
Value of O=C(OCCN1CCCC1=O)c1cc(F)c(F)c(F)c1F in ZTA counter: 10
Value of Cc1cccc(OCC(O)Cn2c(NCc3cccnc3)nc3c2c(=O)[nH]c(=O)n3C)c1 (centres undefined) in HCV core dimer: -3
Value of O=C(c1ccc2c(c1)OCO2)N1CCC2(CC1)Oc1ccc(F)cc1C(=O)C21CC(c2cccnc2)=NO1 (centres undefined) in CTSL1 counter: -1

Continuation.
SMILES	CTSL1 counter	HCV core dimer	PP5 inh	PP1 counter	EBNA-1 inhibitor	ZTA counter	TPT1 inhibitor	Yeast superoxide	GASC-1 inh
CCCC/C=C/C(NC(=O)c1ccc(-c2ccccc2)cc1)c1ccccc1 (centres undefined)	-2	14	-0.7	6	6	17	-1	115	0
Cc1cccc(N2CC(C(=O)Nc3ccc(S(=O)(=O)N4CCOCC4)cc3)CC2=O)c1C (centres undefined)	0	-6	1.3	2	0	0	-1	108	0
Cc1ccccc1C(=O)Nc1c(C)[nH]c(=O)[nH]c1=O	-2	8	1.9	-3	1	-3	0	108	2
NC(=O)C1CCN(C2=C(NS(=O)(=O)c3ccccc3)C(=O)c3ccccc3C2=O)CC1	0	-15	1.1	-1	8	0	-2	107	10
CN(c1ncc(C(F)(F)F)cc1Cl)N1C(=O)C2ONC3(C(=O)CC(C)(C)CC3=O)C2C1=O (centres undefined)	0	-5	1.1	0	1	4	4	89	-11
CC(O)c1nc2ccccc2n1CCOc1ccccc1 (centres undefined)	-2	4	0.3	-5	4	-7	1	96	-8
CCOC(=O)CNC(=O)c1sc2nc(C)cc(C)c2c1N	0	-2	0.3	0	3	8	1	94	-4
CCN(CC)S(=O)(=O)c1cccc(C(=O)NNC(=O)c2ccc3[nH]c(=O)c(=O)[nH]c3c2)c1	7	-3	1.9	-4	3	-15	-2	95	25
C=CCOc1cccc(/C=N/NC(=O)C(OC)c2ccccc2)c1 (centres undefined)	2	3	0.3	1	-3	-3	-1	89	1
O=C(Nc1cccc(F)c1)Nc1ccnn1C1CCN(C(=O)CCN2CCCO2)CC1	1	6	1.7	-3	10	-16	-4	96	-5
